Screens (PubChem)
PTHR1 ag – activates the human parathyroid hormone receptor PTHR1; HEK293 GP2 PTHR1 cells, GloSensor cAMP luminescence, 1 h; AID 743266; Q03431; actives 0.075% (n = 410,000); Potency, µM (titrated, usually from 115 µM), inactives show top-dose activation, usual class: activators; further: potency means the concentration at half of the fitted maximal effect; nearly all actives have a fitted effect of over 55% in size; some results filed as inactive show a strong effect at the top dose; inactives centre near -15; many of its hits are not listed in these tables
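HEK-293-derived GP2 cells expressing PTHR1 and a GloSensor cAMP reporter, 3,000/well, plated overnight, given luciferin plus IBMX (each 0.5 mM as added) for 1 h at 37 °C, then compound for 1 h at 37 °C. Luminescence was read after 15 min at room temperature.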
aSyn yeast inh – rescues yeast growth from alpha-synuclein toxicity; AID 652106; actives 0.14% (n = 370,000); Potency, µM (doses to about 46.1 µM), without a hit: at the highest dose growth rescue (activation), hits mostly activators; Yeast expressing alpha-synuclein, growth rescue, BacTiter-Glo, 24 h; further: potency means the concentration at half of the fitted maximal effect; % of control where 0% means no effect; nearly all actives have a fitted effect of over 65% in size
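Galactose-induced alpha-syn yeast (OD600=0.02, raffinose-pregrown) + pinned cpd, 24 hr, 30 deg C; growth by BacTiter-Glo luminescence. Growth restoration scores as activation.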
Akt phos inh – Akt phosphorylation inhibition; Neuro2A IGF-stimulated pAkt S473 HTRF, 20 min; stronger effect = lower value; activity change, % for hits at 50 µM; actives 0.32% (n = 360,000); in the data active means activity change below about -80%; inconclusive means mostly about -51% to -80%; further: on the % scale 0 is the no-effect control and ±100 the full control effect
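Neuro2A cells in DMEM with 0.5% FBS, overnight at 37 deg C, given compound at single 50 µM final, then IGF (6 nM final) for 20 min at 37 deg C. Lysed; phospho-Akt Ser473 by HTRF after 24 h, 665/615 ratio.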
Abeta rescue – restores growth of yeast expressing A-beta42 peptide; yeast expressing A-beta42, growth rescue, OD600, 48 h; response scale: 0% DMSO, 100% iron-clioquinol control; Potency, µM (top dose mostly 46.1 µM), for the others: top-dose growth rescue, actives largely listed as activators; actives 0.063% (n = 410,000); AID 1347071; further: potency means the concentration at half of the fitted maximal effect; nearly all actives have a fitted effect of over 55% in size
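Growth rescue measured by 600 nm absorbance after 48 h yeast culture at 30 C with compound. Values normalized between DMSO and an equimolar ferric chloride plus clioquinol control.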
GLP1R inv ag – acts as inverse agonist at human GLP-1 receptor; HEK293 GLP-1R CRE-luciferase, luminescence, 24 h; GLP-1R form is constitutively active; Potency, µM (highest dose often 38.3 µM), for inactives: at the highest dose activity change, negative = inhibition, hits mostly inhibitors; actives 1.6% (n = 410,000); AID 624417; further: potency means the concentration at half of the fitted maximal effect; on the % scale 0 is the no-effect control and ±100 the full control effect; nearly all actives have a fitted effect of over 55% in size
Target sequence (P43220 whole entry, looked up): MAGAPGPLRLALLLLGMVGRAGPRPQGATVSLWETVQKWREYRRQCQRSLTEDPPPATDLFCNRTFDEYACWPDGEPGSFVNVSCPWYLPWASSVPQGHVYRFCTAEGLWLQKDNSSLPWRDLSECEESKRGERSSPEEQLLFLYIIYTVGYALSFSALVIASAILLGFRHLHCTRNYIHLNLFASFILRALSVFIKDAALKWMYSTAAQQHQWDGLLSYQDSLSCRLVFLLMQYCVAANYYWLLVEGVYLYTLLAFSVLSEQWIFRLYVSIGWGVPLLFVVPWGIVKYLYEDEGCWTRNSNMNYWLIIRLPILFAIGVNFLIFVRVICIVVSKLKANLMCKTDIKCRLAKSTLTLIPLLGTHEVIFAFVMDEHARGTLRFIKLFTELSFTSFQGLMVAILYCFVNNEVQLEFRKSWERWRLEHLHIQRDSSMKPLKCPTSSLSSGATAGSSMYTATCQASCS
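Seeding at 200 cells/uL, 12 h culture, 24 hr compound treatment, then luciferase reagent and a luminescence read; cells are HEK293 stably expressing a constitutively active GLP-1R plus cAMP-responsive luciferase.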
D3 antag – antagonists of human D3 dopamine receptor. D3R cells, DiscoveRx beta-arrestin luminescence, antagonist mode; stronger effect = lower value. AID 652054. actives 2.5% (n = 360,000). P35462. max response, negative = inhibition, %; in the data active means max response below about -50%; inconclusive means no clear call, values can overlap the other calls; further: on the % scale 0 is the no-effect control and ±100 the full control effect; mostly tested at two doses, the higher about 12 µM
Target sequence (P35462 whole entry, looked up): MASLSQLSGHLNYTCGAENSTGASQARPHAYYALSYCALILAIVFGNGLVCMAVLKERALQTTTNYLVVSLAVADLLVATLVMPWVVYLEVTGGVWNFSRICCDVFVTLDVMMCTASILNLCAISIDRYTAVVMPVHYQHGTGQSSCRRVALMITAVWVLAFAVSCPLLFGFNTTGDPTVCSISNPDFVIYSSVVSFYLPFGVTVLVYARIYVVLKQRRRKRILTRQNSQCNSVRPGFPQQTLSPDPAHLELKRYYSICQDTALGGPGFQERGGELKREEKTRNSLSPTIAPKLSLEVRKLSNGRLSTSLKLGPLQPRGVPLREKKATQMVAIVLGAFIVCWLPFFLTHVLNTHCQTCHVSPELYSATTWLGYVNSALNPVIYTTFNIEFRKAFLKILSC
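Cells expressing the human receptor were seeded at 1500 cells/well, incubated overnight at 37 degrees C in 5% CO2, then exposed to library compounds with dopamine controls for 90 minutes at 37 degrees C before luminescent detection.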
TDP43 rescue – TDP-43 toxicity inhibition in yeast | TDP-43 expressing yeast growth rescue, BacTiter-Glo, 24 h | Potency, µM (series often up to 46.1 µM), for the others: at the top dose growth rescue (activation), usual class: activators | actives 1.8% (n = 410,000); further: potency means the concentration at half of the fitted maximal effect; % of control where 0% means no effect; nearly all actives have a fitted effect of over 50% in size
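Readout is BacTiter-Glo luminescence of cell growth, so inhibitors register as activators. TDP-43-expressing yeast at OD600=0.02 in galactose medium, after raffinose pregrowth to mid-log, were incubated with compound for 24 hr at 30 deg C.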
GLP-1R agonist – agonists of human GLP-1 receptor | HEK293 GLP-1R CRE-luciferase, luminescence, 4-6 h; cells express a hypersensitive GLP-1R form | Potency, µM (series often up to 45.6 µM), without a hit: at the top dose activation, hits mostly activators | actives 0.007% (n = 380,000); further: potency means the concentration at half of the fitted maximal effect; % of control where 0% means no effect
FUS yeast rescue – suppressors of FUS proteinopathy in yeast; S. cerevisiae FUS-expressing, growth rescue, OD600, 24 h; Potency, µM (titrated, usually from 76.6 µM), for inactives: at the highest dose growth rescue (activation), hits mostly activators; actives 0.24% (n = 390,000); AID 1347120;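 further: potency means the concentration at half of the fitted maximal effect; plate controls were DMSO vehicle for no effect and reference control for full effect; nearly all actives have a fitted effect of over 55% in size; some results filed as inactive show a strong effect at the top dose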
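Yeast FUS proteinopathy model; galactose-induced FUS (2%), starting OD 0.005. Cpds in dilution series, 24hr, 30C, 99% humidity. Abs 600 nm growth. Pos ctrl CP55940 (top 92uM final); neg ctrl DMSO.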
* = called active by the depositor; i = inactive; u = inconclusive; x = no result given; & = joins results of further samples; ! = repeats disagree; [ ] = another dose, or the depositor's remark. Unless noted, the call rests on the fitted dose curve; in most records, active means well fitted curve in the direction sought with a large enough effect; inconclusive means small, poorly fitted or top-dose-only effect, or another doubt; inactive means no such curve, though single readings can be large; an effect the other way counts as inactive or inconclusive.

Below each SMILES – PTHR1 ag	TDP43 rescue	aSyn yeast inh	D3 antag	FUS yeast rescue	Akt phos inh	GLP1R inv ag	GLP-1R agonist	Abeta rescue
CC(C)CC(NC(=O)C(NC(=O)OC(C)(C)C)C(C)C)C(=O)NC(CCC(=O)OCc1ccccc1)C(N)=O (stereo unspecified)
  i	1%	2%	23	u	i	0%	-7%	-15%
CCOC(=O)C1=CC[C@@H](c2ccccc2C(F)(F)F)N(S(=O)(=O)c2ccc(C)cc2)[C@H]1c1ccc(C#N)cc1
  12%	12%	-2%	-8	-11%	i	19%	4%	-5%
CCOC(=O)[C@]12CCCC=C1N(Cc1ccc(Cl)cc1Cl)C(=O)[C@H](CC(=O)NCC13CC4CC(CC(C4)C1)C3)C2
  -23%	9%	-5%	-4	u	i	u	-2%	-3%
COC(=O)c1ccccc1COn1c(=O)c[n+]([O-])c2ccccc21
  i	-1%	0%	-15	9%	i	-6%	4%	-13%
CC(=O)NC(Cc1ccccc1F)C(=O)NC1CCN(C(=O)NCc2ccccc2)CC1 (stereo unspecified)
  u	-10%	0%	3	-4%	i	11%	-3%	-18%
Cc1cc(SCC(=O)N/N=C/c2ccc(O)c(O)c2O)c(C)cc1Br
  -8%	5%	16µM*	15	x	i	-27%	-3%	10%
COc1ccc(Cc2nc(-c3ccc(Br)o3)no2)cc1OC
  -86%[inhibitor]	u	-11%	19	11%	i	55%[activator]	24%	1%
NC(=S)N/N=C/c1cn(-c2ccccc2)nc1-c1cccnc1
  -38%[inhibitor]	27%	0%	-5	8%	i	52%[activator]	14%	-9%
O=C(c1cn(Cc2ccccc2)nc1-c1ccc(Cl)cc1)N1CCN(c2ccccn2)CC1
  -12%	-12%	9%	6	x	i	u	7%	8%
COc1cc2c(cc1OC)C(c1ccccc1)N(C(=O)c1ccco1)CC2 (stereo unspecified)
  -57%[inhibitor]	u	22%	0	6%	i	26%	0%	-30%
CCCCCn1c(NC2CCCCC2)nc2c1c(=O)[nH]c(=O)n2C
  i	23%	-4%	1	8%	i	11%	-2%	0%
CCCCN(C)CCCNC(=O)C1CC(=O)N(Cc2ccc(OC)cc2)C1 (stereo unspecified)
  -13%[57.5 µM]	-4%	10%	-26	3%	i	4%	-10%	19%
CC1=NN(c2ccc(N)cc2)C(=O)C1
  i	-12%	-5%	u	31%	i	3%	-12%	-25%
N#Cc1c[nH]n2c(NC3CCCC3)c(-c3ccc(Cl)cc3)nc12
  i	12%[9.22 µM]	x	x	15%	x	5%	x	-8%
CCCn1c(SCC(=O)Nc2cccc(NC(C)=O)c2)nnc1C(C)C
  -11%[57.5 µM]	-11%	-3%	-3	4%	i	2%	-9%	-5%
CN(C)S(=O)(=O)c1cccc(NC(=O)COC(=O)/C=C/c2ccco2)c1
  -42%[inhibitor]	-15%	1%	-9	x	i	0%	5%	16%
Cc1ccc(C#N)c(SCC(=O)Nc2nccs2)n1
  -6%	5%	0%	1	-34%	i	-19%	2%	-6%
CCc1cccc(CC)c1-n1c(SCC(=O)N2CCc3ccccc32)nc(O)cc1=O
  -8%	-10%	4%	-7	u	i	u	9%	16%
O=C(N/N=C1\CCCc2ccccc21)c1ccc([N+](=O)[O-])cc1Cl
  -19%	2%	-1%	4	12%	i	-1%	-3%	3%
CCN(CC)CC(=O)Nc1c(Br)ccc2c1OCO2
  -18%[57.5 µM]	0%	-13%	1	6%	i	-10%	-4%	4%
CCN(CC)c1ccc(C(=O)OCC(=O)N2CCCC2)cc1
  i	11%	7%	7	4%	i	4%	12%	11%
O=C(NNS(=O)(=O)c1ccccc1)C1CCCCC1
  -2%	-7%	0%	0	15%	i	8%	9%	10%
O=C(N/N=C/c1ccc(OCC(=O)N2CCOCC2)cc1)c1ccccc1Cl
  -3%	10%	1%	15	3%	i	29%	9%	0%
Cc1cc(S(=O)(=O)NC(=O)[C@H]2O[C@@H](n3cnc4c(N)ncnc43)[C@H](O)[C@@H]2O)ccc1Br
  8%	6%	-1%	-5	-17%	i	13%	-3%	-10%
CN(C(=O)CC(=O)Nc1ccc(Cl)c(Cl)c1)c1ccccc1
  14%	-1%	-7%	-16	10%	i	-11%	1%	-26%
C=CCNc1nc(SC)nc2ccsc12
  i	13%	-8%	-2	-21%	i	43%[activator]	28%	-1%
Cc1ccsc1C(=O)OCC(=O)N1CC(=O)Nc2ccccc21
  i	-27%	-1%	10	23%	i	4%	1%	2%
O=C(c1ccccc1NS(=O)(=O)c1ccc(F)cc1)N1CCc2ccccc21
  i	27%	-2%	-6	12%	i	u	1%	-3%
COC(=O)c1ccc(NC(=O)CCN2CCCCC2)cc1
  6%&-21%[57.5 µM]	0%&5%	-4%&2%	-52*!	18%&-3%	i	4%&9%	7%&-1%	4%&14%
CCCC(=O)Nc1ccccc1C(=O)OCc1cc(=O)n2nc(C(C)C)sc2n1
  u	-9%	x	x	-9%	x	3%	x	-16%

Other records:
Below each SMILES – PTHR1 ag	TDP43 rescue	aSyn yeast inh	D3 antag	FUS yeast rescue	Akt phos inh	GLP1R inv ag	GLP-1R agonist	Abeta rescue
CC(C)Oc1ccc(/C=C(/NC(=O)c2ccccc2)C(=O)NCCC(=O)O)cc1
  i	0%	-2%	4	0%	i	1%	10%	3%
N#CCC(=O)Nc1ccc(C(=O)OCC(=O)N(C2CCCCC2)C2CCCCC2)cc1
  u	-1%	10%	27	14%	i	u	8%	-2%
COCCn1c(C)cc(C2=NNC(=Nc3ccc(OC)cc3)SC2)c1C
  i	0%	-6%	-12	u	i	11%	-6%	4%
COc1ccc(Cc2nc3ccc(C(=O)NC4CCOC4)cc3o2)cc1 (stereo unspecified)
  i	7%	-2%	7	-4%	i	22%	9%	-1%
COCc1cc(C)nc2sc(C(=O)Nc3cccc(OC)c3)c(N)c12
  -21%	u	3%	23	8%	i	53%[activator]	u	24%
Cc1nc(Cl)c(C#N)c2c1CCCC2
  i	u	2%	1	-1%	i	10%	1%	3%
COCc1ccc(C(=O)N2CCCC(C(=O)c3cccc(C(F)(F)F)c3)C2)o1 (stereo unspecified)
  -41%[inhibitor]	20%	-2%	6	15%	i	u	2%	2%
COc1ccccc1NC(=O)Cn1c(=O)n(-c2cccc(C)c2)c(=O)c2c1c1cc(C)ccc1n2C
  -12%	10%	x	x	-25%	x	1%	x	-3%
COc1ccc(C(=O)Nc2nc(C)c(C(C)=O)s2)cc1S(=O)(=O)N1CCOCC1
  i	-1%	-5%	2	-12%	i	13%	1%	-1%
O=C(Cn1c(=O)c2sccc2n(CC(=O)Nc2ccc(Cl)cc2Cl)c1=O)NCCc1ccccc1
  16%	-13%	x	x	23%	x	11%	x	-13%
Cc1ccccc1OCC(=O)NCCN1CCCC1
  -34%[inhibitor]	-11%	-5%	u	21%	i	1%	0%	-5%
COc1ccc(/C(C)=N/NC(=O)CNC(=O)c2cccnc2)c(OC)c1
  i	-5%	-6%	-1	-21%	i	-9%	-7%	-22%
CCC(C(=O)NCCc1ccc(OC)c(OC)c1OC)n1nc(C)c2sc3ccccc3c2c1=O (stereo unspecified)
  -6%	29%	x	x	u	x	u	x	-1%
COC(=O)c1ccccc1-n1cc2c(c1-c1cccc(C)c1)c(=O)n(C)c(=O)n2C
  i	12%	x	x	-12%	x	6%	x	-29%
O=C(Nc1ccc(O)cc1)c1cc(S(=O)(=O)N2CCCC2)ccc1Cl
  i	-1%	5%	6	x	i	-17%	-1%	-1%
CCOC(=O)c1ccc(NC(=O)CSc2nncn2-c2cccnc2)cc1
  -4%	13%	0%	8	-1%	i	7%	17%	-8%
COC(=O)c1ccccc1NC(=O)CN1CCN(C23CC4CC(CC(C4)C2)C3)CC1
  15%[57.5 µM]	-19%	3%	-76*	7%	i	0%	-7%	24%
COc1ccc2c(c1)CC(C(=O)NCCCN1CCN(c3cccc(Cl)c3)CC1)CO2 (stereo unspecified)
  i	19%	x	x	12%	x	u	x	-8%
COc1ccccc1CNC(=O)COC(=O)c1cccc(S(=O)(=O)N2CCCC2)c1
  i	18%	1%	9	-4%	i	7%	-4%	-5%
COC(=O)c1ccccc1N1C(=O)C2C(C1=O)C1C=CC2C12CC2 (stereo unspecified)
  -28%	-8%	-5%	10	0%	i	0%	17%	7%
Cc1ccc(C(=O)c2c[nH]c3c(F)cc(F)cc3c2=O)cc1
  i	-9%	-1%	-12	x	i	7%	-6%	0%
CCOc1ccccc1NC(=O)NC1(C(=O)N2CCN3CCCC3C2)CCCCC1 (stereo unspecified)
  i	5%	3%	-11	9%	i	11%	15%	4%
NC(=O)c1ccc(Oc2cccc3cccnc23)c([N+](=O)[O-])c1
  i	-6%	1%	-3	32%	i	9%	-10%	-13%
CC(C)OCCCNc1nc2c(cnn2C)c(=O)[nH]1
  i	-7%	1%	-7	-2%	i	-3%	2%	0%
Cc1cccn2c(=O)nc(SCC(=O)N3CCCCCC3)nc12
  -21%	-11%	-1%	-13	22%	i	56%[activator]	9%	-9%
COc1ccc(OC)c(-c2c[n+](=O)c3c(n2[O-])CCCC3)c1
  -8%[57.5 µM]	2%	-6%	25	3%	i	14%	-8%	-6%
CC(=O)CSc1nnc(NC(=O)CCc2ccccc2)s1
  i	5%	-19%	83	-5%	i	4%	-13%	21%

2 successive compounds from above:
Below each SMILES – PTHR1 ag	TDP43 rescue	aSyn yeast inh	D3 antag	FUS yeast rescue	Akt phos inh	GLP1R inv ag	GLP-1R agonist	Abeta rescue
O=C(c1cn(Cc2ccccc2)nc1-c1ccc(Cl)cc1)N1CCN(c2ccccn2)CC1
  -12%	-12%	9%	6	x	i	u	7%	8%
COc1cc2c(cc1OC)C(c1ccccc1)N(C(=O)c1ccco1)CC2 (stereo unspecified)
  -57%[inhibitor]	u	22%	0	6%	i	26%	0%	-30%

Not all compounds are listed (hit frequency here may not be typical).
